# Assay outcomes (PubChem BioAssay)
# Wee1 degr inh: Wee1 degradation inhibitors, primary screen, cell-based, HeLa, Wee1K328M-luciferase, luminescence; reporter increase, % at 5 µM; actives 1.2% (n = 220,000); Wee1-like protein kinase (Homo sapiens), P30291; HeLa Luc-Wee1K328M stability; 100% = proteasome inhibitor MG132 effect;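 active = activation above the mean of all tested compounds plus 3 SD, set per screening run, cut at about 8.8% in these data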;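 also: cells exposed to compound for 20 h before luminescence read; 0% = DMSO alone and 100% = MG132 at 30 µM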
# Thrombin inh: human alpha-thrombin inhibitors, primary screen, counter-screen for coagulation protease inhibitor project, biochemical, 1536-well, fluorogenic AMC substrate; Prothrombin (Homo sapiens), P00734; Boc-VPR-AMC fluorogenic substrate cleavage; inhibition, % at 5 µM; actives 0.26% (n = 220,000);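 active = inhibition at or above 40%; inactive = inhibition below 40%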;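 also: 0% = enzyme with no compound and 100% = wells without enzyme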
#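 System – human alpha-thrombin protein · Reagent – Boc-VPR-AMC substrate, 15 µM final · Compound – 5 µM single dose in 0.2% DMSO · Schedule – reaction at room temperature · Technique – AMC fluorescence at 355 nm excitation and 460 nm emission · Read-out basis – % inhibition relative to enzyme controls and enzyme-free blanks · Control set – no-compound enzyme wells and no-enzyme blanks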
# KLK5 inh: human KLK5 protease inhibitors, primary screen, biochemical, 1536-well; Kallikrein-5 (Homo sapiens), Q9Y337; recombinant hK5, fluorogenic AMC substrate cleavage; inhibition, % at 5 µM; actives 0.59% (n = 210,000);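 active = inhibition of 40% or more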;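 also: 0% = enzyme controls without compound and 100% = no-enzyme blanks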
# Target sequence (Q9Y337 67-293 limits assumed): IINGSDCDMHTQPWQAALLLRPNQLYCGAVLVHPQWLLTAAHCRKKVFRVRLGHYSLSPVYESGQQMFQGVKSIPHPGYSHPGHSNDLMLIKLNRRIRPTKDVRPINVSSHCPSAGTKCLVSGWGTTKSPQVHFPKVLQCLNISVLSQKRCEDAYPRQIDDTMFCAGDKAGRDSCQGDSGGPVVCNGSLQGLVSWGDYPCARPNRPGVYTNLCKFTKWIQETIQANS
# Hck Nef HTS: inhibitors of Nef-activated human Hck kinase, primary screen, biochemical, Z-Lyte FRET, 384-well, Hck-YEEI; inhibition, % at 20 µM; Tyrosine-protein kinase HCK (Homo sapiens), P08631; actives 0.68% (n = 220,000); AID 463187, 2010; Recombinant Hck-YEEI plus Nef, Z-Lyte FRET kinase assay;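 active = Hck-Nef kinase inhibition above about 50%, limit read from the data; inactive = inhibition below that limit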;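 also: 0% = DMSO with Hck plus Nef and 100% = Hck alone without Nef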
# FXIIa inh 1536: human FXIIa protease inhibitors, primary screen, biochemical, 1536-well | Coagulation factor XII (Homo sapiens), P00748 | purified FXIIa, Boc-QGR-AMC fluorogenic substrate, 2 h | inhibition, % at 5 µM | actives 0.3% (n = 220,000); in the data active = inhibition above about 40%;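 also: 0% = enzyme with no compound and 100% = blank without enzyme; many of its hits are not listed in these tables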
# Runt-SMMHC FRET: inhibitors of RUNX1 Runt–CBFb-SMMHC binding, primary screen, biochemical, FRET, Cerulean-Runt, Venus-CBFb-SMMHC, uHTS; actives 0.74% (n = 220,000); inhibition, % at 20 µM; Cerulean-Runt/Venus-CBFb-SMMHC FRET ratio 530/480, 1 h;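 active = mean inhibition across duplicate retests at 20 µM reaching about 50%, limit read from the data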;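 also: 0% = DMSO wells and 100% = wells with excess untagged CBFb-SMMHC; inhibitors lower the FRET ratio by blocking Runt binding to CBFb-SMMHC; some results filed as inactive read as strong as hits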
# Target sequence (Q01196 whole entry, looked up): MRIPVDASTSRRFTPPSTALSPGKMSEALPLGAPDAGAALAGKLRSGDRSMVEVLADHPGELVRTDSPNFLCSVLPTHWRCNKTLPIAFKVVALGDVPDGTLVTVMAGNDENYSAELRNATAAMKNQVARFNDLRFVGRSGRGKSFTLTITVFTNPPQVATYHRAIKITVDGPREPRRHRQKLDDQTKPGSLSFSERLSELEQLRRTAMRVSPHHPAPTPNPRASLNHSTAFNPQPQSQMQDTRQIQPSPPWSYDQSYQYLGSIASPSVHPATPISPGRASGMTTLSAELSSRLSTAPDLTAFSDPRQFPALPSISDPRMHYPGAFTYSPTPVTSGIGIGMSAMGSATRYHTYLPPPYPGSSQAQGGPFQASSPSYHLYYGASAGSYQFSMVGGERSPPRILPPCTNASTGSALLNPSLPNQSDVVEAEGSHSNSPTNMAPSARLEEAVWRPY
# Target sequence (Q13951 whole entry, looked up): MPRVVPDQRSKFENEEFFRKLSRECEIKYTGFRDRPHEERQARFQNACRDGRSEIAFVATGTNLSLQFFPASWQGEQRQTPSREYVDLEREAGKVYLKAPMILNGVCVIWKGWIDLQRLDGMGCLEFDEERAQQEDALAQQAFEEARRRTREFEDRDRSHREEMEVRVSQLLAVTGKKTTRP
# 14-3-3 Bad inh: inhibitors of 14-3-3 zeta/Bad binding, primary screen, biochemical, TR-FRET, bovine 14-3-3 zeta. TR-FRET 14-3-3zeta/Dy647-pBad peptide displacement, 1 h. AID 781, 2007. 14-3-3 protein zeta/delta (Bos taurus), P63103. inhibition, % at 21.7 µM. actives 0.71% (n = 220,000);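 active = inhibition above about 70%, limit read from the data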;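 also: 0% = full 14-3-3 plus peptide FRET controls and 100% = background without 14-3-3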
# FXIa inh 1536: human FXIa protease inhibitors, primary screen, biochemical, 1536-well; Coagulation factor XI (Homo sapiens), P03951; purified FXIa, Boc-Glu-Ala-Arg-AMC fluorogenic substrate; inhibition, % at 5 µM; actives 0.14% (n = 220,000); AID 798, 2007;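 active = inhibition of at least 40%; inactive = inhibition below 40%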;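 also: fluorescence of freed AMC excited at 355 nm; 0% = enzyme without compound and 100% = no enzyme blank; many of its hits are not listed in these tables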
# Runt-CBFb FRET: inhibitors of RUNX1 Runt–CBFb binding, primary screen, biochemical, FRET, Cerulean-Runt, Venus-CBFb, uHTS | inhibition, % at 20 µM | Runt-related transcription factor 1 (Homo sapiens) + Core-binding factor subunit beta … | Cerulean-Runt/Venus-CBFb FRET ratio 530/480, 1 h | actives 0.46% (n = 220,000) | AID 1496, 2009;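 active = inhibition over about 50% at 20 µM in the single-dose screen, limit read from the data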;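 also: 0% = DMSO wells and 100% = excess unlabeled CBFb competitor control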
#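 Assay system: Cerulean-Runt domain / Medium: Tris 50 mM pH 7.5, KCl, K2SO4, 0.01% BSA / Timing: protein complex preformed 1 h, compound exposure 1 h, room temperature, dark / Measured by: FRET, excitation 422 nm, emission at 530 and 480 nm / Evaluation: loss of energy transfer signal / Control set: 5 µM unlabeled CBFb as full-inhibition high control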
# An asterisk follows results filed as active; x = not tested or not shown; [ ] = remark or other dose.
SMILES,Wee1 degr inh,Thrombin inh,KLK5 inh,Hck Nef HTS,FXIIa inh 1536,Runt-SMMHC FRET,14-3-3 Bad inh,FXIa inh 1536,Runt-CBFb FRET
Brc1ccc2nc(N3CCCC3)sc2c1,18*,0,-16,-5,-3,3,0,-6,-4
Cc1ccc(N=CC2=C(O)CC(C)(C)CC2=O)nc1,-1,-1,-8,1,26,0,-2,17,-1
O=C(NNC(=S)NC(=O)c1ccccc1[N+](=O)[O-])c1ccc(Cl)cc1Cl,1,-5,-16,6,3,3,-19,-4,6
O=C(NNc1c(Cl)cc(Cl)cc1Cl)c1cccc([N+](=O)[O-])c1,-2,13,2,-4,1,-1,20,3,1
Fc1ccccc1Nc1nc(-c2ccncc2)nc2ccccc12,-2,-6,-15,12,1,1,26,-4,-7
CC1(C)CC2CC(C)(CN2C(=O)Cc2ccccc2)C1 (stereo not given),1,1,2,-1,20,-1,11[fluorescence artefact?],10,-6
COc1ccccc1N1CCN(C(c2cc3cc(C)ccc3[nH]c2=O)c2nnnn2C2CCCC2)CC1 (stereo not given),-3,-5,-25,5,8,4,4[fluorescence artefact?],6,9
O=C(NCc1ccco1)c1ccccc1F,2,-11,-30,0,14,0,-12,-4,1
OC(CN1CCN(Cc2ccc3c(c2)OCO3)CC1)c1c[nH]c2ccccc12 (stereo not given),-2,3,-9,1,21,-2,-1,18,1
CC(C)NC(=O)C1CCN(C2CCN(Cc3nc(C(C)C)cs3)CC2)CC1,-1,-5,-1,18,8,5,-9,-4,3
COc1ccc(N2CCN(C(=O)c3cccn4c(=O)c5ccccc5nc34)CC2)cc1,0,1,0,-2,5,-1,-5,0,x
Cc1ccc(S(=O)(=O)N(CC(=O)N=Nc2c(O)[nH]c3ccccc23)c2ccc(C)c(C)c2)cc1,1,5,-3,2,28,0,-4,22,-2
CCOC(=O)c1nn(-c2ccc(F)cc2)c2c1CC/C2=C/c1ccccc1,3,-8,-17,1,12,1,6,4,-1
Clc1ccccc1CSc1cc2c(nn1)-c1ccccc1CC2,6,-7,6,1,-16,2,-12[fluorescence artefact?],-18,x
CC1(C(=O)NCc2ccc(Cl)c(Cl)c2)Oc2ccccc2NC1=O (stereo not given),-1,-8,1,8,8,0,10,-1,-1
CC(C)(C)c1ccc(C(=O)N2CCNCC2)cc1,1,-6,-12,2,18,2,-4,4,2
CC1=NCCN1CCNC(=O)Nc1cc(C)cc(C)c1,-2,-7,-8,-7,4,2,4,3,0
CC1CCN(c2nc(NCc3ccco3)nc(N)c2[N+](=O)[O-])CC1,-1,-2,-12,12,11,0,-9,8,-3
Cc1ccc(C)c(NC(=O)Cc2coc3cc4c(cc23)CCC4)c1,4,-10,-15,2,6,1,3,9,0
O=C(CSc1nnc(Cn2c(=O)sc3ccccc32)n1-c1ccccc1)Nc1nccs1,-1,-1,-9,-8,18,3,0,4,1
O=C(O)CSc1nnc(-c2ccncc2)n1-c1ccc(Cl)cc1,-1,-4,-9,-28,2,1,1,-6,0
COc1ccccc1-c1c(NC(=O)c2ccco2)n(-c2ccccc2)nc(C)c1=O,1,-2,-2,-1,4,-2,4,-4,-1
COC(=O)COc1cccc(/C=N/NC(=O)CCSc2ccccc2)c1,-2,-7,-4,12,6,1,-9,-1,-1
O=C(Nc1ccc(N=Nc2ccccc2)cc1)c1ccc(Cl)cc1Cl,-1,-1,1,1,-4,-3,-1,-2,-3
C=CCN1C(=O)C(Cc2ccc(OCC)cc2)SC1=Nc1ccc(C(=O)O)cc1 (stereo not given),-2,3,-22,-1,14,2,-9,8,0
# Continuation.
SMILES,Wee1 degr inh,Thrombin inh,KLK5 inh,Hck Nef HTS,FXIIa inh 1536,Runt-SMMHC FRET,14-3-3 Bad inh,FXIa inh 1536,Runt-CBFb FRET
CC(C)N1CCN(Cc2cccc(-c3ccco3)c2)CC1CCO (stereo not given),-3,1,0,7,15,1,-10,12,0
CCC(=O)N(Cc1ccco1)c1nc(C(=O)Nc2ccc(Cl)cc2)c(C)s1,2,1,-12,0,11,8,6[fluorescence artefact?],6,6
CCN(C(=O)COC(=O)c1n[nH]c2ccccc12)C1CCS(=O)(=O)C1 (stereo not given),-2,-14,-9,5,3,-7,-6,-2,6
CN(C)C(CNC(=O)c1ccc(S(=O)(=O)N(C)C)cc1)Cc1ccccc1 (stereo not given),5,-6,-2,-6,3,-4,-2,-5,1
Cc1cc(C)n(-c2ncc3c(n2)N(CCO)CCOC3=O)n1,1,-11,-7,8,4,-6,1,3,0
O=C(Cc1nc2ccccc2[nH]1)c1ccc(Br)cc1,1,-9,0,-31,-1,-1,-9,-5,0
CC(=O)Nc1nc(COc2ccc3ccccc3c2)cs1,7,3,-11,-14,17,-6,29,7,1
O=C(O)C1C2CCC(O2)C1C(=O)NCc1ccccc1Br (stereo not given),1,4,-7,-2,11,1,-8,-1,0
COc1ccccc1N1C(=S)NC2CS(=O)(=O)CC21 (stereo not given),-2,2,-1,10,13,-1,-2,-2,0
O=[N+]([O-])c1ccc(O)c(/C=N/Nc2ccccc2Cl)c1,0,-3,-1,22,4,0,-6,-3,-2
COc1ccccc1C1CC(=O)Nc2c1c(=O)n(C)c(=O)n2C (stereo not given),0,-8,7,1,4,-4,3,-2,-1
Cn1c(=O)c2nc(NCc3ccccc3)cnc2n(C)c1=O,2,-2,-1,3,8,38,-12,1,12
COc1cc(/C=C2/NC(=O)N(CC(=O)Nc3cccc(C)c3)C2=O)ccc1OCC(N)=O,3,-4,-10,28,9,-3,7,-2,4
COCCSc1nnc(NC(=O)Cc2cccs2)s1,3,0,-19,0,2,-3,8,2,-1
Cc1c(Cl)cccc1NC(=S)N(C)CCC#N,-1,-3,-3,17,0,1,-8,-3,-1
CC(=O)Nc1ccc2nc(NC(=O)COc3ccccc3C)sc2c1,3,4,-8,-13,2,3,0,-3,-1
CCC(C(=O)O)n1c(C(F)(F)F)nc2ccccc21 (stereo not given),-2,-11,0,0,-10,-1,4,-9,-2
CCOC(=O)CN1NC2(CCC(C)CC2)NC1=S (stereo not given),3,4,7,1,15,25,7[fluorescence artefact?],-11,48
CCCC(=O)N1CCc2cc(-c3nc(N)sc3C)ccc21,0,0,-4,5,3,4,0,0,2
Cc1cccc(-n2c(O)c(C=NCc3ccccn3)c3ccccc3c2=O)c1,2,1,-2,2,-1,3,-14[fluorescence artefact?],2,-3
Nc1cc(=O)[nH]c(=S)n1-c1ccccc1,1,3,-8,-3,17,-5,0[fluorescence artefact?],8,2
COc1ccc(-n2c(=O)c3ccccc3n(CC(=O)Nc3cc(C)on3)c2=O)cc1OC,-2,-5,1,1,12,-3,58,0,2
COc1ccc(C(=O)N2CCC(N3CCN(c4ccccc4)CC3)CC2)cc1OC,-3,-2,1,-3,6,41,6,-7,1
Cc1ccccc1OCc1nnc(SCC(=O)O)n1Cc1ccccc1,0,0,5,11,8,-2,0,1,-4
Cn1c(=O)c2c(SCC(N)=O)nc(CC(C)(C)C)nc2n(C)c1=O,4,-3,-1,4,18,-2,0,-1,0
Cc1cnc(C(=O)OCC(=O)N2CCc3ccccc3C2)cn1,2,6,10,-5,10,-2,6,5,0
Cc1ccc(Cl)cc1NC(=O)Nc1cccs1,-3,-8,-5,-2,-7,-5,-8,-1,7
COC(=O)Nc1ccc(S(=O)(=O)N2CCN(CCN3C(=O)C4C5C=CC(C5)C4C3=O)CC2)cc1 (stereo not given),-1,3,-2,2,13,1,7,4,1
COc1ccc(C2=NOC(C)(c3nnc(-c4ccc(F)cc4)o3)C2)cc1 (stereo not given),x,-5,0,25,1,1,-5,-1,0

# 7 compounds already listed, ordered by molar mass, lowest first:
SMILES,Wee1 degr inh,Thrombin inh,KLK5 inh,Hck Nef HTS,FXIIa inh 1536,Runt-SMMHC FRET,14-3-3 Bad inh,FXIa inh 1536,Runt-CBFb FRET
Cc1ccc(Cl)cc1NC(=O)Nc1cccs1,-3,-8,-5,-2,-7,-5,-8,-1,7
CCC(C(=O)O)n1c(C(F)(F)F)nc2ccccc21 (stereo not given),-2,-11,0,0,-10,-1,4,-9,-2
O=[N+]([O-])c1ccc(O)c(/C=N/Nc2ccccc2Cl)c1,0,-3,-1,22,4,0,-6,-3,-2
COc1ccccc1N1C(=S)NC2CS(=O)(=O)CC21 (stereo not given),-2,2,-1,10,13,-1,-2,-2,0
COCCSc1nnc(NC(=O)Cc2cccs2)s1,3,0,-19,0,2,-3,8,2,-1
COc1ccc(C2=NOC(C)(c3nnc(-c4ccc(F)cc4)o3)C2)cc1 (stereo not given),x,-5,0,25,1,1,-5,-1,0
COc1cc(/C=C2/NC(=O)N(CC(=O)Nc3cccc(C)c3)C2=O)ccc1OCC(N)=O,3,-4,-10,28,9,-3,7,-2,4

# Exported as tab-separated lines: part of the list above
Molecule	Wee1 degr inh	Thrombin inh	KLK5 inh	Hck Nef HTS	FXIIa inh 1536	Runt-SMMHC FRET	14-3-3 Bad inh	FXIa inh 1536	Runt-CBFb FRET
Cc1ccccc1OCc1nnc(SCC(=O)O)n1Cc1ccccc1	0	0	5	11	8	-2	0	1	-4
COc1ccccc1N1C(=S)NC2CS(=O)(=O)CC21 (stereo not given)	-2	2	-1	10	13	-1	-2	-2	0
